# High-throughput results deposited in PubChem BioAssay by National Center for Advancing Translational Sciences (NCATS).
# MCF10A rereplic – inducers of DNA re-replication in MCF 10A breast cells; hit rate 2.9% among 350,000; MCF 10A DNA re-replication, Hoechst nuclear intensity, 48 h; Potency, µM (highest dose often 46.1 µM), for inactives: at the top dose activity, positive = re-replication, usual class: activators; further: potency means the concentration at half of the fitted maximal effect; % of control where 0% means no effect; nearly all actives have a fitted effect of over 50% in size
# KB-3-1 tox – KB-3-1 parental cell cytotoxicity; KB-3-1 viability, CellTiter-Glo ATP luminescence, 72 h; Potency, µM (series often up to 46.1 µM), inactives show top-dose activity change, negative = cytotoxic, usual class: cytotoxic; hit rate 1.4% among 400,000; further: potency means the concentration at half of the fitted maximal effect; on the % scale 0 is the no-effect control and ±100 the full control effect; nearly all actives have a fitted effect of over 60% in size
#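 Luminescent ATP read-out (CellTiter-Glo) measures survival of drug-naive KB-3-1 cells after 72 h compound exposure at 37 °C. Titration series was screened from lowest to highest concentration, with DMSO vehicle plates as background controls.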
# KB-V1 cytotox – kills drug-selected multidrug resistant KB-V1 cells; AID 1347076; Potency, µM (titrated, usually from 46.1 µM), for inactives: top-dose activity change, negative = cytotoxicity, hits mostly cytotoxic; KB-V1 MDR cells viability, CellTiter-Glo, 72 h; hit rate 3.4% among 400,000; further: potency means the concentration at half of the fitted maximal effect; on the % scale 0 is the no-effect control and ±100 the full control effect; nearly all actives have a fitted effect of over 60% in size
#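 Drug-selected KB-V1 cells, grown in DMEM lacking phenol red with 10% FBS, receive compound titrations; after three days at 37 degrees C, surviving cell ATP is quantified by CellTiter-Glo luminescence and responses normalized and curve-fitted.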
# SW480 rerep – induces DNA re-replication in SW480 colon adenocarcinoma cells; Potency, µM (titrated, usually from 46.1 µM), without a hit: at the top dose re-replication activation, actives largely listed as activators; SW480 DNA re-replication, Hoechst DNA content imaging, 48 h; hit rate 1.8% among 340,000; AID 624297; further: potency means the concentration at half of the fitted maximal effect; % of control where 0% means no effect; nearly all actives have a fitted effect of over 55% in size
#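 First, 250 cells per well were seeded. Next, compound or vehicle (23 nL) was pinned in, plates sat 48 hr at 37 C. Finally Hoechst was added for 40 min before fluorescence scanning.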
# IL1B secr inh – blocks inflammasome-driven IL-1 beta release. THP-1 LPS/ATP IL-1B secretion, AlphaLISA, 16 h; stronger effect = lower value. hit rate 4.7% among 360,000. activity change, % at 57.5 µM; in the data active means activity change below about -50%; inconclusive means mostly about -30% to -49%; further: on the % scale 0 is the no-effect control and ±100 the full control effect
#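 Secreted IL-1B measured by AlphaLISA bead assay after 16 h compound exposure of THP-1 cells; compounds (final up to 57.5 uM) added 1 h before LPS (250 ng/mL) and ATP (1.25 mM) stimulation; lower signal means less secretion.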
# ATXN2 expr inh – reduces ATXN2 reporter expression in HEK-293 cells | HEK-293 ATXN2-luciferase reporter, luminescence, 24 h | Potency, µM (titrated, usually from 57 µM), for the others: top-dose activity change, negative = inhibition, actives largely listed as inhibitors | hit rate 0.72% among 360,000 | AID 1745845; further: potency means the concentration at half of the fitted maximal effect; on the % scale 0 is the no-effect control and ±100 the full control effect; nearly all actives have a fitted effect of over 55% in size
#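 qHTS (up to 57 uM final) was run with 24 h compound exposure of reporter cells at 37 °C. Each well was multiplexed: SteadyGlo luminescence measured ATXN2-luciferase expression after a fluorogenic Gly-Phe-AFC viability readout (25 uM final).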
# HT1080NT lethal – kills 2HG-producing HT-1080-NT fibrosarcoma cells; Potency, µM (highest dose often 46.1 µM), without a hit: at the highest dose activity, negative = less viability, hits mostly cytotoxic; hit rate 1.6% among 360,000; HT-1080-NT fibrosarcoma viability, CellTiter-Glo ATP luminescence, 48 h;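 further: NT is the 2HG producing partner of a matched IDH1 knockdown line; potency means the concentration at half of the fitted maximal effect; 0% = DMSO-treated cells and -100% = media-only wells without cells; nearly all actives have a fitted effect of over 55% in size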
#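 Toxicity toward the 2HG-producing NT line was scored as %Activity, normalised to DMSO and no-cell wells, from CellTiter-Glo luminescence after 48 hours' treatment.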
# HT1080 IDH1KD tx – HT-1080 IDH1 knockdown cell toxicity (counter line); HT-1080 IDH1 knockdown viability, ATP luminescence, 48 h; Potency, µM (doses to about 46.1 µM), inactives show top-dose activity, negative = toxicity, usual class: cytotoxic; hit rate 2% among 360,000; AID 686971;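 further: potency means the concentration at half of the fitted maximal effect; 0% = DMSO wells and -100% = cell-free medium wells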
#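 In this qHTS, HT-1080 cells depleted of IDH1 are exposed for 48 h at 37 °C to compound titrations. Toxicity is scored from CellTiter-Glo luminescence, with DMSO as full viability and medium alone as none.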
# WRN helicase inh – blocks human WRN helicase; Q14191; WRN helicase unwinding, fluorescent forked duplex, kinetic; Potency, µM (doses to about 114 µM), for the others: top-dose activity change, negative = inhibition, most hits filed as inhibitors; hit rate 0.46% among 360,000; further: potency means the concentration at half of the fitted maximal effect; on the % scale 0 is the no-effect control and ±100 the full control effect; nearly all actives have a fitted effect of over 55% in size
#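 Enzyme (20 nM final) and test compound sit together 15 min at room temperature before substrate addition. Substrate is a single-forked duplex oligonucleotide (100 nM) labelled with fluorophore and quencher, with 2 mM ATP; helicase unwinding raises red fluorescence, read kinetically.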
# An asterisk follows results filed as active; ? = inconclusive; nt = not tested or not shown; [ ] = dose if it differs, or a comment. Unless noted, the call rests on the fitted dose curve; in most records, active means well fitted curve in the direction sought with a large enough effect; inconclusive means small, poorly fitted or top-dose-only effect, or another doubt; inactive means no such curve, though single readings can be large; an effect the other way counts as inactive or inconclusive.
SMILES,MCF10A rereplic,KB-3-1 tox,KB-V1 cytotox,SW480 rerep,IL1B secr inh,ATXN2 expr inh,HT1080NT lethal,HT1080 IDH1KD tx,WRN helicase inh
COc1ccc(S(=O)(=O)Nc2cccc(SC)c2)cc1OC,-3%,23µM*,7.3µM*,-6%,8,3%,-25%,-29%,-5%
Cc1cccc(NC(=O)Cn2c(O)c(N=NC(=O)c3ccncc3)c3ccccc32)c1,15%,0%,-14%,-2%,41,-12%,4%,-2%,3%
CC(C)(C(=O)Nc1nccs1)c1ccccc1,0%,-12%,-26%,-5%,19,-10%,6%,11%,7%
CCC(CO)NCc1ccc(OC2CCCC2)cc1 (stereo unspecified),1%,-7%,6%,28%,8,-2%,-15%,-11%,-17%
O=C(OCC(=O)c1ccccc1Cl)C1=NN(c2ccccc2)C(=O)CC1,-1%,-1%,21%,-8%,-4,11%,5%,16%,-26%
COc1cccc(N(CC(=O)N2CCCCCC2)S(C)(=O)=O)c1,0.82µM*,-18%,3%,-11%,0,-23%,-6%,-3%,2%
CSc1nc(-c2ccc(F)cc2)cc(=O)[nH]1,0%,2%,28%,9.2µM*,4,-10%,-3%,2%,-1%
Nc1nc(CSc2ccccn2)nc(Nc2ccccc2)n1,6%,16%,0%,-10%,-30,39%[activator],11%,7%,17%
CC1CN(c2nc(Nc3ccccc3)nc(N)c2[N+](=O)[O-])CC(C)O1 (stereo unspecified),1%,4%,-8%,-3%,?,nt,9%,-1%,2%
CC(C)C(=O)N1CCN(c2ccccc2NC(=O)c2ccc([N+](=O)[O-])o2)CC1,12%,-10%,?,?,-28,?,-24%,?,8%
CCOc1cc(N2CCOCC2)c(OCC)cc1NC(=O)C1CCCC1,5%,0%,-2%,-3%,0,-4%,4%,3%,9%
Cc1nc2scc(-c3ccco3)c2c(=O)n1/N=C/N(C)C,-13%,0%,5%,-8%,16,0%,-27%,?,-24%
Cc1ccc2nc(-c3cccc(NC(=O)c4ccc5c(c4)OCCO5)c3)oc2c1,18µM*,?,-10%,-2%,5,4%,4%,5%,5%
COc1ccc(C(=O)N/C(=C/c2cccc3ccccc23)C(=O)NCCc2c[nH]c3ccccc23)cc1OC,7%,11%,-27%,15%,-7,5%,10%,-2%,1%
O=C(NCC1CC1)c1cccc2c1C(=O)c1ccc(N3CCCC3)cc1S2(=O)=O,1%,7%,14%,13%,-13,2%,0%,6%,-13%
Cc1nn(C)c(C(=O)NC(=S)Nc2ccccc2O)c1Cl,15%,11%,24%,-12%,35,5%,-27%,?,5%
COc1ccc(C(=O)NC2CCN(C(=S)NCCc3ccccc3)CC2)cc1,3%,-12%,-8%,6%,17,?,-1%,-12%,-12%
CC(C)n1ncc2c(C(=O)Nc3cccc(C#N)c3)cc(C3CC3)nc21,23µM*,?,-15%,-20%,-58*,?,-24%,?,-1%
O=C(CO/N=C/c1ccccc1OC(F)F)NC1CCCCC1,?,11%,2%,1%,39,-9%,13%,27%,2%
O=C(CSc1nnc(COc2ccc(Cl)cc2)n1Cc1ccco1)N1CCNC1=O,15%,8%,5%,-77%[inhibitor],-2,3%,2%,4%,1%
O=C1CCCN1CCCNc1ncccc1[N+](=O)[O-],3%,?,-2%,23%,17,10%,13%,16%,6%
O=C(CSCc1ccc([N+](=O)[O-])cc1)Nc1cccc(C(=O)Nc2ccccc2C(=O)O)c1,18%,2%,0%,17%,13,3%,-1%,16%[9.24 µM],-15%[57.1 µM]
O=C(CCC1CCCCC1)NCCN1C2=NC[C@@H](Cc3ccccc3)N2C[C@H]1Cc1ccc(O)cc1,-18%,0%,2%,20%,0,?,-18%,-16%,-2%
CC#CCN1c2ccccc2[C@]23C[C@@H](C(=O)OC)N(C(=O)NC(C)(C)C)C2=NC(C(=O)OC)=C(C(=O)OC)[C@H]13,9%,0%,-25%,1%,-16,4%,1%,0%,-3%
CCN(CC)S(=O)(=O)c1cccc(C(=O)N/N=C2\CC(=O)CC(C)(C)C2)c1,-44%[inhibitor],0%,7%,-28%,28,-16%,4%,12%,-5%
Cc1onc(-c2ccccc2Cl)c1C(N)=O,-6%,0%,0%,-7%,0,-8%,2%,2%,-4%
Fc1ccccc1NC(=S)N(CCCN1CCOCC1)Cc1cccnc1,13%,-9%,-31%,1%,28,24%,2%,-3%,-21%
CC(C)(CNCc1ccccc1)NS(=O)(=O)c1ccc(Cl)cc1,1%,-2%,0%,0%,-5,-13%,0%,21%,-22%
Cc1ccc(NC(=O)CNC2CCCCC2)cc1Cl,4%,-1%,4%,?,-8,0%,-8%,-14%,4%
Cc1ccc2nc(SCC(=O)Nc3cccc(S(=O)(=O)NC4=NCCCCC4)c3)[nH]c2c1,0%,3%,-3%,3%,0,-21%,?,?,-6%
Nc1nc(SCC(=O)Nc2ccc(Cl)c(S(=O)(=O)N3CCOCC3)c2)n[nH]1,-4%,23%,5%,16%,11,nt,0%,6%,-4%
CCCCCc1cc(=O)oc2c(C(CCN3CCCC(C)C3)c3ccc4c(c3)OCO4)c(OC)cc(OC)c12 (stereo unspecified),-1%,?,?,3%,-54*,?,-5%,-2%,2%
Cc1cccc(C)c1NCc1n[nH]c(=S)n1-c1ccccc1,-1%,-8%,-17%,0%,20,-10%,-2%,3%,-2%
CC(=O)c1cccc(NS(=O)(=O)c2ccc(-c3cc(C)no3)s2)c1,4%,0%,?,-10%,-1,nt,-1%,14%,-2%
COc1ccc(C(=O)OCCN2C(=O)c3ccccc3C2=O)cc1,-3%,4%,2%,-6%,2,8%,11%,13%,4%
COc1cccc(C(=O)NC2CC3CCCC(C2)N3S(=O)(=O)c2ccccc2)c1 (stereo unspecified),6%,-14%,?,0%,1,-7%,-18%,-2%,2%
COc1ccc(C(C(=O)NCC2CCCO2)N(C(=O)CNC(=O)c2ccco2)c2ccccc2)cc1OC (stereo unspecified),-2%,1%,5%,-3%,25,-1%,3%,13%,-4%
Cc1ccc(/C(=N/Nc2ncnc3ccccc23)C(=O)O)cc1,12%,1%,-22%,18µM*,35,-5%,?,?,-20%
COc1ccc(C=C2C=C(C(C)(C)C)C(=O)C(C(C)(C)C)=C2)cc1OC,21µM*,?,?,?,-96*,?,12µM*,18µM*,-8%
CNC[C@@H](Cc1ccccc1)NC[C@@H](CC1CCCCC1)NCCCc1ccccc1,64%,?,0%,-4%,-101*,?,?,?,-31%
Cn1cccc1/C=N/NC(=O)c1ccc[n+]([O-])c1,0%,0%,-11%,?,23,-21%,-4%,-1%,-1%
O=C(Oc1ccccc1N1CCOCC1)c1ccccc1,0%,3%,-1%,?,nt,15%,14%,5%,11%
CC(C)OCCCn1c(-c2ccc(Br)cc2)c[nH]c1=S,18%,5%,?,0%,-13,17%,-18%,-9%,-7%
CN1CCN(C(=O)CCc2nc3ccccc3c(=O)[nH]2)CC1,-8%,-5%,4%,-6%,18,3%,-4%,-1%,-11%
CCCCCNCC(=O)Nc1cccc(C(=O)Nc2cccc(C(F)(F)F)c2)c1,?,?,23µM*,18%,-101*,?,21µM*,16µM*,-7%
COc1cc(CN2CCC(N3CCC(C(=O)N4CCCC4)CC3)CC2)cc2c1OCO2,-1%,-11%,-9%,?,6,-15%,-23%,1%,-2%
CCCNC(=O)c1cc(S(=O)(=O)N2CCCCC2)c[nH]1,-5%,-5%,-17%,-4%,6,6%,-11%,10%,-1%
O=[N+]([O-])c1ccccc1-c1cc(-c2ccccc2O)n[nH]1,1%,-2%,-16%,8%,-74*,102%[activator],-22%,?,-16%
CSCCC(NC(=O)c1ccccc1Br)C(=O)N1CCN(C/C=C/c2ccccc2)CC1 (stereo unspecified),-3%,-67%,?,?,-12,nt,-7%,?,2%

# Gathered by group, those above containing an NH in an aromatic ring
SMILES,MCF10A rereplic,KB-3-1 tox,KB-V1 cytotox,SW480 rerep,IL1B secr inh,ATXN2 expr inh,HT1080NT lethal,HT1080 IDH1KD tx,WRN helicase inh
CSc1nc(-c2ccc(F)cc2)cc(=O)[nH]1,0%,2%,28%,9.2µM*,4,-10%,-3%,2%,-1%
COc1ccc(C(=O)N/C(=C/c2cccc3ccccc23)C(=O)NCCc2c[nH]c3ccccc23)cc1OC,7%,11%,-27%,15%,-7,5%,10%,-2%,1%
Cc1ccc2nc(SCC(=O)Nc3cccc(S(=O)(=O)NC4=NCCCCC4)c3)[nH]c2c1,0%,3%,-3%,3%,0,-21%,?,?,-6%
Nc1nc(SCC(=O)Nc2ccc(Cl)c(S(=O)(=O)N3CCOCC3)c2)n[nH]1,-4%,23%,5%,16%,11,nt,0%,6%,-4%
Cc1cccc(C)c1NCc1n[nH]c(=S)n1-c1ccccc1,-1%,-8%,-17%,0%,20,-10%,-2%,3%,-2%
CC(C)OCCCn1c(-c2ccc(Br)cc2)c[nH]c1=S,18%,5%,?,0%,-13,17%,-18%,-9%,-7%
CN1CCN(C(=O)CCc2nc3ccccc3c(=O)[nH]2)CC1,-8%,-5%,4%,-6%,18,3%,-4%,-1%,-11%
CCCNC(=O)c1cc(S(=O)(=O)N2CCCCC2)c[nH]1,-5%,-5%,-17%,-4%,6,6%,-11%,10%,-1%
O=[N+]([O-])c1ccccc1-c1cc(-c2ccccc2O)n[nH]1,1%,-2%,-16%,8%,-74*,102%[activator],-22%,?,-16%
